# GAA spleen mod – inhibitors or activators of human alpha-glucosidase in spleen homogenate | P10253 | human spleen homogenate, 4-MU-alpha-glucoside fluorescence | Potency, µM (doses to about 79.9 µM), for inactives: top-dose activity change, negative = inhibition, most hits filed as inhibitors | 240,000 compounds, 0.006% hits | AID 2112;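 note: 0% = enzyme with vehicle and -100% = no enzyme basal signal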
#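 Enzyme source: human spleen homogenate, 1 ug/well. Buffer 50 mM citric acid/K phosphate pH 5.0, 0.01% Tween-20. 4-MU-alpha-glucoside 1 mM; 37 C x 40 min; NaOH/glycine stop; fluorescence.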
# GLA spleen mod – inhibitors or activators of human alpha-galactosidase in spleen homogenate | human spleen homogenate, 4MU-alpha-Gal fluorescence, 40 min | Potency, µM (doses to about 80 µM), inactives show at the top dose activity change, negative = inhibition, hits mostly inhibitors | 240,000 compounds, 0.008% hits | AID 2107;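 note: 0% = enzyme with vehicle and -100% = no enzyme basal signal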
# Target sequence (P06280 32-429 limits assumed): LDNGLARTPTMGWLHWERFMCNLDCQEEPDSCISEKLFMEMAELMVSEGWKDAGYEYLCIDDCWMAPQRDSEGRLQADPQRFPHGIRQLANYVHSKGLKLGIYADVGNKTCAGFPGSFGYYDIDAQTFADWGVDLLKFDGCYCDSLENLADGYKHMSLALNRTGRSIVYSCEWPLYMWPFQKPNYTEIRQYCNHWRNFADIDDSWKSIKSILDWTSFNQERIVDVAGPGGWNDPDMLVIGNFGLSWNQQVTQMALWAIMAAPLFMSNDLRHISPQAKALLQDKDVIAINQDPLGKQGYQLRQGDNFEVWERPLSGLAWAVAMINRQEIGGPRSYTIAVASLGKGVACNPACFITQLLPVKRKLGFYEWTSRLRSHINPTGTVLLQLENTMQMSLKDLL
#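 Fluorogenic readout (Ex 365/Em 440 nm) of 4-methylumbelliferone released from 1 mM 4-MU-alpha-galactoside by spleen homogenate, 40 min at 37C, pH 5.0. Data normalized to no-enzyme and enzyme controls; Hill-equation AC50 from compound titrations.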
# GAA inh – alpha-glucosidase (human) inhibition | 200,000 compounds, 0.005% hits | AID 1466 | P10253 | Potency, µM (series often up to 76.9 µM), for the others: at the highest dose activity change, negative = inhibition, most hits filed as inhibitors | purified human GAA, 4-MU-alpha-glucoside fluorescence;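 note: plate controls were uninhibited enzyme wells for no effect and no-enzyme background for full effect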
#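 Fluorescence at Ex 365/Em 440 nm from 4-methylumbelliferone reported enzyme activity after 20 min at room temperature. Reactions used 4 nM enzyme and 400 uM substrate at pH 5.0; curves fitted with the Hill equation.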
# Tau ThT inhib – tau fibrillization inhibition (ThT binding); 270,000 compounds, 2.1% hits; P10636; recombinant tau K18 P301L, heparin-induced fibrillization, ThT fluorescence; Potency, µM (highest dose often 57.4 µM), inactives show at the highest dose activity, negative = inhibition, most hits filed as inhibitors; AID 1460; note: % is set by controls: 0 for no effect and ±100 for the full control effect; nearly all actives have a fitted effect of over 55% in size
# Target sequence (P10636 561-689 P618L limits assumed): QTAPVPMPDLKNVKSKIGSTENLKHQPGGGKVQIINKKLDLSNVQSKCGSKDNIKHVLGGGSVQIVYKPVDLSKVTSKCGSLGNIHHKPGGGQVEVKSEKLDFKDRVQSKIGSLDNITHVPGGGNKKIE
#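 Fibril formation assay: tau K18 P301L at 15 uM with trace Alexa 594 label, heparin inducer 20 uM, pH 7 sodium acetate buffer, 37 C for 6 hr; endpoint ThT signal.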
# GAA glycogen – inhibitors or activators of human alpha-glucosidase glycogen cleavage; recombinant GAA, glycogen substrate, Amplex Red glucose oxidase fluorescence; 300,000 compounds, 0.38% hits; Potency, µM (top dose mostly 76.4 µM), inactives show at the highest dose activity change, negative = inhibition, hits mostly inhibitors;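 note: 0% = full enzyme reaction and -100% = no-enzyme basal signal; the screen sought inhibitors and activators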
#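 Natural-substrate format: glycogen cleavage by 4 nM human enzyme, glucose read by Amplex Red coupling (Ex 573, Em 610 nm). Normalized to enzyme and no-enzyme controls.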
# HTT cytoprotect – protects HTT-Q103 PC12 cells, measured by ATP; 230,000 compounds, 0.14% hits; Potency, µM (top dose mostly 56.4 µM), without a hit: cytoprotection (ATP increase), most hits filed as activators; PC12 HTT-Q103 induced, cytoprotection, ATP luminescence, 40 h;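 note: % of control where 0% means no effect; nearly all actives have a fitted effect of over 45% in size; toxic huntingtin expression switched on by the ecdysone agonist tebufenozide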
#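 ATP quantification (ATPlite) reports survival of PC12 cells in which tebufenozide, 100 nM final, switches on Htt exon 1 with 103 glutamines linked to GFP; compounds are titrated.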
# Tau fluor cs – counter-screen for tau fibril formation inhibitors; tau K18 P301L Alexa594 fluorescence, heparin fibrillization; Potency, µM (titrated, usually from 57.7 µM), inactives show top-dose activity change, negative = decrease; 280,000 compounds, 0.93% hits; note: % is set by controls: 0 for no effect and ±100 for the full control effect; nearly all actives have a fitted effect of over 55% in size
#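 Human tau K18 P301L (15 uM unlabeled, 0.24 uM Alexa 594-labeled) in 100 mM sodium acetate pH 7 with 20 uM heparin, 6 hr at 37 C. ThT 30 uM added, 1 hr ambient; Alexa 594 FP and total fluorescence read at 555/632 nm.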
# Tau fibril FP – blocks human tau fibril formation measured by polarization | K18 P301L tau heparin fibrillization, Alexa594 FP, 6 h | P10636 | 280,000 compounds, 0.39% hits | AID 1468 | Potency, µM (doses to about 57.7 µM), without a hit: top-dose activity, negative = inhibition, hits mostly inhibitors; note: % is set by controls: 0 for no effect and ±100 for the full control effect; nearly all actives have a fitted effect of over 55% in size
#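 K18 P301L tau (15 uM unlabeled/0.24 uM Alexa 594-labeled, final) + compound + heparin 20 uM final; 100 mM NaOAc pH 7; 6 hr 37 C; ThT 30 uM final added, 1 hr RT; FP ex 555/em 632 nm.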
# * = called active by the depositor; u = inconclusive; x = no result given; & = joins results of further samples; [ ] = remark or other dose. Calls come from the whole dose curve; as a rule, active = well fitted curve in the direction sought with a large enough effect; inconclusive = small, poorly fitted or top-dose-only effect, or another doubt; inactive = no such curve, though single readings can be large; an effect the other way counts as inactive or inconclusive. Potency is the fitted concentration of half-maximal effect.
# Second line of a record: GAA inh, Tau ThT inhib, GAA spleen mod, GAA glycogen, GLA spleen mod, Tau fibril FP, HTT cytoprotect, Tau fluor cs
- COc1ccc(Cc2[nH]n3c(=O)c(Cl)c(C)nc3c2-c2ccccc2)cc1
→ 12%, 3%, 2%, 6%, -5%, -3%, -46%[inhibitor][10 µM], -4%
- Cc1cc([N+](=O)[O-])nn1CCCC(=O)Nc1cc(Oc2ccc(F)cc2)cc([N+](=O)[O-])c1
→ 2%, -5%, -3%, 4%, 1%, 3%, -3%[10 µM], -3%
- Cc1noc(NS(=O)(=O)c2ccc(N/C=C\C(=O)c3ccncc3)cc2)c1C
→ -8%, u, -12%, 0%, -11%, -7%, -12%, -17%
- CC(=O)c1ccc2noc(-c3ccc(Cl)cc3)c2c1
→ -2%, -13%, 8%, -2%, 0%, -3%, -39%[inhibitor], -14%
- CC(NC(=O)c1ccc(Cl)cc1)C(=O)N1CCCCC1 (stereo not drawn)
→ -9%[15.4 µM], 1%, -2%, 8%, 1%, 0%, -11%, -4%
- CCOC(=O)C1=C(C)N(C)C(=O)NC1c1ccc(C)s1 (stereo not drawn)
→ -13%, -8%, -15%, 5%, -16%, 4%, 23%, 2%
- CC1(C)Cc2c(c(N3CCOCC3)nc3snc(Br)c23)CO1
→ 5%, u, -5%, 1%, -8%, -13%, u, -3%
- Cc1ccc2c(=O)cc(C(=O)Nc3c(C(=O)Nc4cccc(Cl)c4)oc4ccccc34)oc2c1
→ x, 5%, x, 13%[76.3 µM], x, -6%, x, -5%
- CCOC(=O)C(=CNc1ccc(NC2=NCC(C)(C)S2)cc1)C(=O)OCC
→ x, -16%, 0%, 6%, 0%, 4%, 4%[10 µM], -28%
- Clc1ccc2[nH]c3c(c2c1)CCc1cn[nH]c1-3
→ -8%, u, -4%, -28%, 5%, -13%, -3%, 8.9µM*[quencher]
- COCCN1Cc2cccc(C(=O)Nc3c(C)cccc3C)c2C1=O
→ -7%, -2%, 1%, 1%, 5%, -10%, 7%, -5%
- COc1ccc(NC(=O)C2CCOC(C)(C)C2)cc1 (stereo not drawn)
→ -3%[15.4 µM], -7%, 2%, 1%, 3%, -3%, 20%[10 µM], -4%
- CCOC(=O)C1(CCCc2ccccc2)CCN(Cc2cnn(C)c2)CC1
→ -5%, -8%, -12%, -9%, -6%, -3%, 12%[10 µM], -9%
- O=C(c1ccccc1)c1ccc(OC(=O)N2CCCC2)cc1
→ -2%, -8%, -7%, 6%, -4%, 15%, -24%[10 µM], -3%
- CC(C)NS(=O)(=O)c1ccc(OCC(=O)N(C)Cc2ccccc2)cc1
→ -5%, -8%, 2%, 3%, 2%, -8%, 10%, -10%

# Reprinted from the part before: four compounds, then new ones.
# Second line of a record: GAA inh, Tau ThT inhib, GAA spleen mod, GAA glycogen, GLA spleen mod, Tau fibril FP, HTT cytoprotect, Tau fluor cs
- COc1ccc(NC(=O)C2CCOC(C)(C)C2)cc1 (stereo not drawn)
→ -3%[15.4 µM], -7%, 2%, 1%, 3%, -3%, 20%[10 µM], -4%
- CCOC(=O)C1(CCCc2ccccc2)CCN(Cc2cnn(C)c2)CC1
→ -5%, -8%, -12%, -9%, -6%, -3%, 12%[10 µM], -9%
- O=C(c1ccccc1)c1ccc(OC(=O)N2CCCC2)cc1
→ -2%, -8%, -7%, 6%, -4%, 15%, -24%[10 µM], -3%
- CC(C)NS(=O)(=O)c1ccc(OCC(=O)N(C)Cc2ccccc2)cc1
→ -5%, -8%, 2%, 3%, 2%, -8%, 10%, -10%
- COc1ccc(N2CCN(C(=O)CNC(=O)c3ccc(C(C)(C)C)cc3)CC2)cc1
→ 1%, u, -1%, -4%, 5%, 3%, 16%, -22%
- O=C(c1cccc(F)c1)N1CCN(S(=O)(=O)c2ccc(C(F)(F)F)cc2)CC1
→ -5%, -8%, -9%, -6%, 2%, -8%, 0%, -7%
- COC(=O)/C(=C/c1cn(C)c2ccccc12)[N+](=O)[O-]
→ u, -20%, -7%, -2%, 1%, -3%, -7%[10 µM], -7%
- CC1Cc2cc(S(=O)(=O)N3CCN(c4ccccc4F)CC3)ccc2N1C(=O)C1CCC1 (stereo not drawn)
→ x, -6%, x, -12%[76.3 µM], x, -8%, x, -14%
- O=C(O)C1CCCN(S(=O)(=O)c2ccc3c(c2)OCCO3)C1 (stereo not drawn)
→ -6%, 0%, -3%, -1%, -4%, -2%, 9%[10 µM], -1%
- COc1ccc(NC(=O)C2CCCN(S(=O)(=O)c3cccc4nonc34)C2)cc1OC (stereo not drawn)
→ -6%, -4%, 1%, -1%, 5%, 6%, -6%, -8%
- COCCCNC(=O)c1cc2c(-c3cccc(OC)c3)nn(C)c2s1
→ x, -6%, x, -1%, x, -6%, x, -18%
- Cc1csc2ncnc(N3CCN(C(=O)Nc4ccc(OC(F)(F)F)cc4)CC3)c12
→ x, x, -4%, -2%, -11%, -2%[0.0958 µM], 9%[10 µM], 10%[0.0958 µM]
- COc1ccc(CCN(Cc2cc3cccc(C)c3[nH]c2=O)C(=O)NC2CCCCC2)cc1OC
→ u, -14%, -7%, -1%, -7%, -4%, -23%, -9%
- Clc1ccc(Cn2c(-c3cccnc3Cl)nc3ccccc32)cc1
→ -31%, 0%, -5%, -3%, -2%, 13%, -4%, -15%
- CCCn1c(N)c(N(C)C)c(=O)n(CC(=O)Nc2ccc(OC(F)(F)F)cc2)c1=O
→ -9%, 8%, -7%, u, -6%, 8%, 8%[10 µM], -9%
- O=C(CSc1ncnc2c1oc1ccccc12)N1CCc2ccccc2C1
→ -17%, -15%, 4%, 1%, 6%, 5%, 2%, -3%
- O=C(Cn1c2[n+](c3ccc(C(F)(F)F)cc31)CCCCC2)Nc1c(F)cccc1F
→ 13%, -6%, 1%, 3%, -1%, 5%, -5%[10 µM], -5%
- C[C@@H](C(=O)NCc1ccc(S(C)(=O)=O)cc1)[C@@H]1C[C@@]1(C)[C@@H](NC(=O)OCc1ccccc1)c1ccccc1
→ -1%, -11%&-17%, -1%&2%, 7%, -5%&1%, 11%&2%, 11%, -16%&-23%
- CN1/C(=C\C(=O)c2cccs2)Sc2ccccc21
→ -4%, u, 1%, 2%, 4%, -12%, -98%[inhibitor][10 µM], -20%
- O=C(O)/C=C/c1cn(-c2ccccc2)nc1-c1ccc(-c2ccc([N+](=O)[O-])cc2)o1
→ x, 1.1µM*, -4%, 12%, -14%, -1%, 6%[10 µM], u
- Cn1nccc1NC(=O)Nc1cccc([N+](=O)[O-])c1
→ x, x, -4%, 9%, -6%, -9%, -11%[10 µM], -23%
- O=[N+]([O-])c1ccc(N2CCN(S(=O)(=O)c3ccc(Cl)c(Cl)c3)CC2)cc1NCCN1CCOCC1
→ -5%, u, 0%, -6%, -5%, 4%, x, -19%
- COCCN1CCN(Cc2cn(C)nc2-c2cccc(Cl)c2)CC1
→ -6%, -8%, 9%, -4%, 0%, -8%, 23%[10 µM], -7%
- CSc1ccc(Cc2ccc(Cl)cc2Cl)nn1
→ -5%, -18%, -7%, -18%, -5%, -2%, -4%, -14%
- CCOC(=O)N1CCN(c2cc(=O)n(C)c(=O)n2C)CC1
→ x, x, 4%, 4%, 9%, -3%, 20%[10 µM], 3%
- CC1(C)CC2CC(C)(CN2C(=O)NC(=O)c2ccccc2)C1 (stereo not drawn)
→ -5%, -3%, -12%, 19%, -16%, -10%, -1%[10 µM], -8%
- CC(C)CCN(C)C1CCN(C(=O)Nc2c(F)cccc2F)CC1
→ -6%[15.4 µM], -7%, 4%, -5%, 8%, 3%, 4%, 4%
- CCC(=O)N1CCc2cc(Br)cc(S(=O)(=O)N3CCCCCC3)c21
→ -2%, -3%, -8%, -9%, -7%, 0%, 17%[10 µM], -11%
- CCc1cc(=O)oc2c(C)c3c(cc12)CN(CCc1ccccc1)CO3
→ x, -15%, x, 15%[76.3 µM], x, 3%, x, -10%
- CC(=O)Nc1ccc2nc(SCCOc3ccccc3Cl)sc2c1
→ x, u, x, -8%[76.3 µM], x, 11µM*, x, 11µM*[quencher]
- O=Cc1ccc(OC(=O)c2cc(Cl)nc3ccccc23)cc1
→ -8%, u, 1%, 7%, 5%, 8%, 23%[10 µM], 9%
- O=C(Nc1ccc2c(c1)OCCO2)c1cccc2nc3ccccc3nc12
→ 3%, 4.5µM*, -3%, 3%, -1%, 5%, -71%[inhibitor], u
- CCOC(=O)c1ccc(NC(=O)COc2ccc(S(=O)(=O)NC(C)CC)cc2)cc1 (stereo not drawn)
→ -13%, 6%, -3%, 24%, -8%, 1%, -3%, -9%
- CCOc1ccc(-n2c(=O)c3c(C)c(C)sc3n(Cc3ccc(C(C)(C)C)cc3)c2=O)cc1
→ x, -9%, x, -11%[76.3 µM], x, -13%, x, -11%
- c1ccc(Nc2ncnc3sc4c(c23)CCC4)cc1
→ -4%, 3%, -5%, 1%, -19%, 2%, -29%, -2%
- Clc1ccccc1-c1nc(N2CCNCC2)c2ccccc2n1
→ x, u, -10%, x, 3%, -7%, 4%, -22%
- COc1ccc(OCCCC(=O)Nc2cccc(SC)c2)cc1
→ -2%, u, -2%, 9%, 3%, -4%, 23%[10 µM], u
- O=C(OCCN1CCN(c2ncc(C(F)(F)F)cc2Cl)CC1)c1ccc(F)cc1
→ -6%, -23%, 1%, -1%, -3%, -2%, -7%[10 µM], -12%
- COc1cc(N(C(=O)Cc2cccs2)C(C(=O)NC2CCCCC2)c2ccc(C)cc2)ccc1-n1cnnn1 (stereo not drawn)
→ 5%, -7%, -8%, 9%, -12%, -10%, 12%[10 µM], 0%
- COc1ccccc1NC(=O)c1ccc(NC(=O)CSc2n[nH]c(N)n2)cc1
→ 11%, -1%, -6%, 13%, 4%, 0%, -15%[10 µM], -10%
- COC(=O)c1ccc2c(=O)n(Cc3ccc(C(=O)NCCCN4CCC(C)CC4)cc3)c(=S)[nH]c2c1
→ u, -16%, -5%, -9%, 4%, 15%, 14%[10 µM], -10%
- CCOc1ccccc1C(=O)Nc1ccc(S(=O)(=O)Nc2onc(C)c2C)cc1
→ x, u, x, -12%[76.3 µM], x, u, x, -29%
- Cc1ccccc1OCCSc1nc2ccc(NC(=O)c3cccc(F)c3)cc2s1
→ x, u, x, -2%[76.3 µM], x, 14µM*, x, u
- COCCn1nnnc1C(c1cc2cc(C)ccc2[nH]c1=O)N1CCc2ccccc21 (stereo not drawn)
→ -4%, 28µM*, -17%, 0%, -14%, u, -2%, u
